RGS4 inhibitor: inhibitors of human regulator of G protein signaling 4; P49798; Transcreener GDP fluorescence polarization, RGS4-accelerated GTP hydrolysis; Potency, µM (titrated, usually from 114 µM), without a hit: at the top dose activity change, negative = inhibition, actives largely listed as inhibitors; 390,000 tested, 0.039% active; also: potency is read from the fitted curve at half-maximal effect; % is scaled to controls: 0 for no effect and ±100 for the full control effect; nearly all actives have a fitted effect of over 75% in size; some results filed as inactive show a strong effect at the top dose
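MLSMR compounds (23 nl, pin-transferred) preincubated 10 min at room temperature with a 500nM (2x) first reagent, then RGS4 at 900nM (2x) plus Transcreener GDP mix added; fluorescence polarization (620/688 nm) read before and after 90 min at 30 °C.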
ALOX12 inh: blocks human arachidonate 12S-lipoxygenase; P18054; purified 12hLO, xylenol orange hydroperoxide absorbance; Potency, µM (top dose mostly 108 µM), for inactives: at the top dose activity change, negative = inhibition, hits mostly inhibitors; 580,000 tested, 1.1% active; AID 1671190; also: potency is read from the fitted curve at half-maximal effect; % is scaled to controls: 0 for no effect and ±100 for the full control effect
Target sequence (P18054 whole entry, looked up): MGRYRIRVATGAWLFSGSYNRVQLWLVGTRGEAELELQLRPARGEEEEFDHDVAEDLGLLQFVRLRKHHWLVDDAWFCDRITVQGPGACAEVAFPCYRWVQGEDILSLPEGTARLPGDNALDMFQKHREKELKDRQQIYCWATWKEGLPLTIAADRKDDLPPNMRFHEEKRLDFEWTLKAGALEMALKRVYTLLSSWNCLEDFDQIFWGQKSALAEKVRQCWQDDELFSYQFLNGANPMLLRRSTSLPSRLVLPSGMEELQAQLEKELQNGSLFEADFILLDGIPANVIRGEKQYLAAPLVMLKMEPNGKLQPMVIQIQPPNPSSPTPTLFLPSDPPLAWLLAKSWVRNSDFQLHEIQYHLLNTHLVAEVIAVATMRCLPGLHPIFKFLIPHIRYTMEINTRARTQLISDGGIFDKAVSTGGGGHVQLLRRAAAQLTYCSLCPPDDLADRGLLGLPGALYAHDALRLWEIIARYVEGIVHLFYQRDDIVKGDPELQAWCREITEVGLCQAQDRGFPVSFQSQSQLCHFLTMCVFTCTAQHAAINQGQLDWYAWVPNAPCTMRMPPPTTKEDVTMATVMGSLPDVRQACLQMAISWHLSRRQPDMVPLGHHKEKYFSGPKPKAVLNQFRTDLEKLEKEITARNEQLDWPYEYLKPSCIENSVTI
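Purified human 12hLO (150 nM final) in 25 mM Hepes, 0.01% Triton X-100, pH 7.0 was preincubated 15 min at room temperature with compound. Then 40 uM arachidonic acid was added, 30 min. Hydroperoxide was read by Fe-XO absorbance ratio 573/405 nm.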
ERG Ets-DNA blk: inhibitors of human ERG Ets domain-DNA interaction. 370,000 tested, 0.028% active. fluorescence polarization, His-ERG Ets domain / labelled DNA. Potency, µM (series often up to 76.9 µM), for the others: at the highest dose FP activity, negative = inhibition, hits mostly inhibitors. AID 624246. P11308; active = well fitted inhibition curve with a large enough effect in the polarisation, with a control signal flat; inconclusive = small, poorly fitted or top-dose-only effect, or effect the other way, or a change in a side signal; inactive = no such curve, though single readings can be large or run the other way; the % refers to the polarisation;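 also: polarization taken with two DNA probes labelled with fluorescein and Texas red; potency is read from the fitted curve at half-maximal effect; % of control where 0% means no effect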
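His-tagged ERG Ets domain (1 uM in the protein solution; 300mM KCl, 50mM Tris-HCl, 1mM EDTA, 1mM DTT, pH 7.5) received compound, then a probe mix of 5 nM fluorescein-DNA and 100nM Texas-615-DNA. Fluorescence polarization was read for both dyes.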
Apoferritin bind: candidate novel general anesthetic via apoferritin binding. apoferritin/1-aminoanthracene competitive binding, fluorescence. Potency, µM (series often up to 77.5 µM), for the others: at the top dose activity change, negative = displacement, hits mostly inhibitors. 350,000 tested, 0.074% active. AID 485281; also: potency is read from the fitted curve at half-maximal effect; % is scaled to controls: 0 for no effect and ±100 for the full control effect; nearly all actives have a fitted effect of over 20% in size
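Concentration-response curves derived by four-parameter Hill fitting of normalized fluorescence, where compounds displaced 1-AMA from 10 uM horse apoferritin following a brief 10 min room-temperature incubation; propofol titration acted as positive control.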
APEX1 inh: APE1 (human) endonuclease inhibition; 350,000 tested, 0.35% active; AID 2517; Potency, µM (highest dose often 65.8 µM), without a hit: at the top dose activity change, negative = inhibition, usual class: inhibitors; recombinant APE1, TAMRA/BHQ-2 abasic DNA cleavage fluorescence;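 also: potency is read from the fitted curve at half-maximal effect; plate controls were vehicle for no effect and reference inhibitor for full effect; nearly all actives have a fitted effect of over 55% in size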
Target sequence (P27695 whole entry, looked up): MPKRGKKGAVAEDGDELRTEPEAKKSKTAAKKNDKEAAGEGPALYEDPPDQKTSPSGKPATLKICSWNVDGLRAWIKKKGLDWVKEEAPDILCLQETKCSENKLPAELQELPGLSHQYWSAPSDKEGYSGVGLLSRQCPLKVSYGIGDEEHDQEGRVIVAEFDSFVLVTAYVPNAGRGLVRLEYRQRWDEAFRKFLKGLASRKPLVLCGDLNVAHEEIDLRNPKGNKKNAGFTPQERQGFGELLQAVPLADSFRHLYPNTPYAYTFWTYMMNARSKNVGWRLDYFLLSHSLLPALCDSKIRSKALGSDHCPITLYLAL
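APE1 at 0.75 nM final was preincubated with compound 15 min at room temperature, then 50 nM double-stranded THF abasic-site substrate (5'-TAMRA/3'-BHQ-2) was added. Fluorescence (ex 525/em 598 nm) was read kinetically; third-minus-first read gave activity.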
Pol eta inh: DNA polymerase eta (human) inhibition; Q9Y253; recombinant Pol eta, fluorescent DNA replication assay; Potency, µM (titrated, usually from 114 µM), without a hit: top-dose activity change, negative = inhibition, hits mostly inhibitors; 390,000 tested, 1.2% active; also: potency is read from the fitted curve at half-maximal effect; % is scaled to controls: 0 for no effect and ±100 for the full control effect
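Pol eta at 10 nM preincubated with compounds 15 min at room temperature; reaction started with fluorescent substrate (50 nM final) and read kinetically at 0 and 10 min.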
LDHA inh: inhibitors of human lactate dehydrogenase A. 480,000 tested, 0.15% active. activity change, % (values are at about 110 or 230 µM). P00338. purified LDHA, NADH/diaphorase-resazurin fluorescence; stronger effect = lower value; in the data active = activity change below about -30%; inconclusive = mostly about -25% to -30%;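 also: plate controls were DMSO wells for no effect and wells without enzyme for full effect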
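Human LDH5 at 2 nM final in Tris HCl pH 7.4 with 0.06 mM NADH and 0.2 mM pyruvate, reacted 5 minutes at room temperature. Remaining NADH coupled via diaphorase/resazurin; resorufin fluorescence read at 0 and 20 minutes, normalized to enzyme-free and DMSO wells.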
POLK inh: DNA polymerase kappa (human) inhibition. Q9UBT6. purified Pol kappa, fluorescent DNA synthesis assay, 10 min. Potency, µM (doses to about 107 µM), for the others: at the highest dose activity, negative = inhibition, actives largely listed as inhibitors. 400,000 tested, 0.53% active; also: potency is read from the fitted curve at half-maximal effect; % is scaled to controls: 0 for no effect and ±100 for the full control effect
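Here, compound and 10 nM enzyme are combined for 15 min at room temperature; adding 50 nM substrate (final) starts DNA synthesis, tracked by fluorescence at 0 and 10 min against buffer-only wells.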
POLB inh: blocks human DNA polymerase beta activity. Pol beta primer extension/strand displacement, fluorescence kinetic. 340,000 tested, 1.3% active. Potency, µM (series often up to 114 µM), for the others: at the highest dose activity change, negative = inhibition, hits mostly inhibitors; also: potency is read from the fitted curve at half-maximal effect; % is scaled to controls: 0 for no effect and ±100 for the full control effect
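Kinetic readout of DNA synthesis with strand displacement by Pol beta. Compound and 10 nM enzyme sit 15 min at room temperature; 50 nM substrate starts the reaction, read immediately and at 10 min.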
Starred values were filed as active, the others as inactive; ? = inconclusive; · = no result given; & = joins results of further samples; [ ] = dose if it differs, or a comment. Unless noted, calls follow the shape of the dose curve; as a rule, active = well fitted curve in the direction sought with a large enough effect; inconclusive = small, poorly fitted or top-dose-only effect, or another doubt; inactive = no such curve, though single readings can be large; an effect the other way counts as inactive or inconclusive. This is a subset; rates above refer to the full screens.

SMILES	RGS4 inhibitor	ALOX12 inh	ERG Ets-DNA blk	Apoferritin bind	APEX1 inh	Pol eta inh	LDHA inh	POLK inh	POLB inh
CC(C)CCC(C(=O)NC(C)c1ccccc1)C(=O)NC(C)c1ccccc1 (centres undefined)	10%	0%	2%	-1%	-32%	0%	-12	-1%	?
CCCCNc1c([N+](=O)[O-])ncn1C	-9%	-6%	2%	-8%	-1%	-2%	-12	-8%	-1%
COc1ccc(Br)cc1CSC(=N)N	-10%	?	-4%	-11%	12%	-10%	-2	0%	4%
COc1ccc(N(CC(=O)NCCSCc2ccc(C)cc2)S(=O)(=O)c2ccccc2)cc1	-7%	-13%	-5%	10%	22%	-14%	5	-1%	3%
CCN(CC(=O)Nc1ccc(NC(C)=O)cc1)C(=O)CCCOc1cccc(C)c1	-5%	-24%	8%	·	19%	-12%	-1	-7%	·
O=C(O)c1cccc(N/N=C/c2cc(Br)cc(Br)c2O)c1	-27%	45µM*	0%	3%	-5%	?	-12	?	?
CN(C(=O)c1cccc(NC(=O)Cc2ccc(NC(=O)C3CCN(C(=O)CCc4ccccc4)CC3)cc2)c1)C1CC1	-5%	6%	15%	·	·	-9%	2	11%	·
O=C(Nc1ccc(Nc2ccccc2)cc1)c1ccc(Cl)c([N+](=O)[O-])c1	-1%	-2%	5%	?	-3%	-6%	-3	-22%	21%
O=C(NC12CC3CC(CC(C3)C1)C2)N1CCCC(CO)C1 (centres undefined)	3%[11.4 µM]	19%	-2%	-7%	20%	-4%	1	-11%	2%
Nc1nnc(SCCN2C(=O)c3ccccc3S2(=O)=O)s1	-2%	0%	-15%	-4%	2%	-10%	-4	0%	0%
CCCCCCCCCCCCCCCC[n+]1ccc(/C=N/O)cc1	-20%	?	-2%	-15%	14%	-13%	-3	-3%	17%
CN(C)/C=N/c1ncnc2c1cnn2-c1ccc(C(F)(F)F)cn1	33%	5%[57.4 µM]	·	7%	13%	-1%	-3	-14%	7%
Fc1ccc(OCCOCCN2CCNCC2)cc1	-28%	?	-5%	24%	37%	-19%	-1	-7%	0%
COC(=O)c1ccccc1-n1c(CCC(=O)O)ccc1-c1ccc(F)cc1	-13%	14%	-2%	-6%	33%	-12%	-1	6%	0%
CC(C)(C)NC(=O)Nc1ccc2nccnc2c1	1%	11%	-6%	·	-3%	-3%	9	-11%	30%
Cc1onc(-c2ccc(Cl)cc2Cl)c1-c1csc(N/N=C/c2ccccc2)n1	-16%	7%	51%[activator]	-10%	1%	-4%	-7	-12%	-2%
COc1ccccc1N1CCN(C(=O)c2cc3c(=O)n(C)c4ccccc4c3n2C)CC1	-6%	19%[57.4 µM]	2%	-9%	-2%	-12%	-4	-11%	-1%
COc1cccc(C(=O)N2c3ccccc3Sc3ccccc32)c1	-4%	-5%	-3%	-18%	4%	?	-2	-22%	-17%
CC(C)CCn1c(SCC(=O)N2CC(=O)Nc3ccccc32)nc2scc(-c3cccs3)c2c1=O	-31%	384%[activator]	1%	-11%	11%	?	4	?	22µM*
CCOc1ccc(S(=O)(=O)N2CCC(C(=O)NCC(=O)Nc3cccc(Cl)c3C)CC2)cc1	-21%	-23%	1%	·	11%	-12%	-1	9%	·
COc1ccccc1/C=C/C(=O)Nc1cccnc1	-6%	9%	-12%	-6%	60%	4%	-2	-2%	33%
CCN1CCN(CCCNC(=O)c2cc3c(=O)n(C)c4ccccc4c3s2)CC1	-21%	4%	-10%	-3%	·	-6%	3	-4%	-27%
C/C(=N\Nc1nc(N2CCOCC2)nc(N2CCOCC2)n1)c1ccc([N+](=O)[O-])cc1	?	-13%	-3%	-6%	1%	7%	-8	-19%	-27%
COc1cccc(-c2nc(NCc3cnc(C)cn3)c3ccccc3n2)c1	·	-29%	·	-9%	16%	·	·	-1%[60.1 µM]	·
CCOC(=O)c1ccc(NC(=O)C2CCCN(S(=O)(=O)c3cnc[nH]3)C2)cc1 (centres undefined)	30%	-9%	-8%	-13%	0%	-12%	-5	-16%	25%
COc1cc(/C=N\NC(=O)c2cccc(Cl)c2)ccc1Oc1ccc([N+](=O)[O-])cn1	10%	0%	-2%	3%	12%	3%	-16	-6%	21%
Cc1ccc2nc(SCC(=O)NCc3ccco3)c(C)cc2c1	-13%	-18%	-12%	-20%	-11%	-14%	-9	-27%	?
COCCn1c(SCC(=O)Nc2c(C)n(C)n(-c3ccccc3)c2=O)nc2ccccc2c1=O	10%	?	-13%	·	-11%	-6%	1	17%	·
O=C(c1sccc1-c1ccccc1)N1CCN(S(=O)(=O)c2ccccc2)CC1	0%	59%[activator]	17%	-6%	9%	-10%	-1	-16%	-20%
Cc1cc(N2CCOCC2)nc2ccc(NC(=O)C3CCCCC3)cc12	9%	-9%	·	·	·	·	-7&0	-10%	·
CCN(CC)S(=O)(=O)c1ccc(Oc2ccc(S(=O)(=O)N(CC)CC)cc2)cc1	-13%	-13%	6%	129%[activator]	-7%	-19%	-6	-4%	-11%
O=c1[nH]nnc2cc(Cl)ccc12	-3%	-5%	-3%	·	·	-8%	-2	-14%	·
CC1NC(=S)N(Cc2ccccc2)C1=O (centres undefined)	11%	-3%	0%	4%	32%	-8%	?	-8%	23%
NC(=O)c1ccc(NC(=O)COC(=O)CCN=C2NS(=O)(=O)c3ccccc32)cc1	-10%	-1%	-5%	·	-13%	-19%	-6	-4%	·
Cc1ccc(C(=O)c2c(NC(=O)c3ccncc3)sc3c2CCCC3)cc1	-21%	0%	9%	0%	-2%	-5%	0	-3%	11%
COc1ccc(/C=N/NC(=O)C[n+]2ccccc2)c(OC)c1	7%	24%	-2%	0%	-1%	-8%	-1	16%	0%
CCOC(=O)N1CCN(c2cc(=O)n(-c3cccc(C)c3)c(=O)[nH]2)CC1	0%	4%	-4%	-10%	-3%	-4%	-15	-1%	0%
COc1ccc(S(=O)(=O)N(Cc2cc3ccc(OC)cc3[nH]c2=O)CC2COCCO2)cc1 (centres undefined)	-5%	-14%	10%	?	3%	-14%	0	-2%	7%
COc1ccc(Nc2nc(-c3ccc(OC)cc3)cs2)cc1	-2%	-24%	8%	-4%	9%	-5%	0	6%	-7%
COc1cccc(Nc2nc(C)cc(C)c2C#N)c1	-32%	0%	8%	-13%	2%	-11%	0	6%	0%
c1ccc(-c2ccc(CN3C[C@@H]4C(c5ccccc5)C5(c6ccccc6)CC4(C5)[C@H]3c3ccccc3)cc2)cc1 (some centres undefined)	6%	21%	-3%	4%&-11%	?	-10%	-9	-44%	1%
CC(C)[C@H](NC(=O)c1ccccc1)C(=O)NCCc1ccccc1	6%	-31%	-3%	2%	-1%[12.4 µM]	0%	-7	-15%	56%
Cc1nn2c(=O)cc(CSc3nc4ccccc4[nH]3)nc2s1	-3%	-1%	6%	-8%	-1%	10%	-6	-1%	-23%
O=C(O)CC(c1ccc(Cl)cc1)N1C(=O)CCC1=O (centres undefined)	-25%	-8%	2%	-2%	-3%	-8%	-6	6%	12%
O=C(NNc1nc2cc3c(cc2s1)OCO3)c1ccccc1	-7%	?	6%	1%	?	-10%	1	10%	-2%
COc1ccc(C2=NO[C@@H]3C(=O)N(c4ccc(C)cc4C)C(=O)[C@H]23)cc1OC	4%	39%[activator]	2%	?	-1%	-8%	-1	-2%	10%
CCc1ccc(NC(=O)c2ccc(F)c(S(=O)(=O)NCc3ccc(Cl)c(Cl)c3)c2)cc1	25%	-20%	9%	35%[activator]	·	-16%	-16	-20%[60.1 µM]	9%
CCc1ccccc1NC(=O)Cn1c(=O)n(CC2CCC(C(=O)NCCc3ccccc3)CC2)c(=O)c2ccccc21 (centres undefined)	-20%	-16%	7%	-10%	·	-1%	-13	-13%	10%
Cc1ccc(S(=O)(=O)N(CC(=O)Nc2ccc(F)cc2F)Cc2ccc(F)cc2)cc1	4%	-20%	-2%	57%[activator]	·	?	0	-16%	-22%
COc1ccc(CCNC(=O)c2ccccc2NS(=O)(=O)c2cc(C(=O)O)ccc2OC)cc1	-6%	-13%	-2%	-10%	7%	-16%	-8	-2%	-1%
Continuation.
SMILES	RGS4 inhibitor	ALOX12 inh	ERG Ets-DNA blk	Apoferritin bind	APEX1 inh	Pol eta inh	LDHA inh	POLK inh	POLB inh
Cc1nc2c(c(=O)n1CCC(C)C)c1nc3ccccc3nc1n2CC1CCCO1 (centres undefined)	1%	309%[activator]	0%	2%	-2%	?	0	-2%	-24%
Cc1ccc(C2C3=C(CCCC3=O)OC3=C2C(=O)CCC3)cc1	21%	-2%	7%	-1%	1%	-3%	-5	-3%	-8%
COc1cc(NC(=O)c2cc(-c3cccs3)on2)cc(OC)c1OC	-19%	11%	-6%	-17%	10%	?	-2	-5%	27%
CCOc1cc(C=O)ccc1OCCSc1ccc(C)cc1	15%	5%	-8%	?	-10%	-15%	-7	-11%	10%
O=C(CNCC1(N2CCOCC2)CCCCC1)Nc1ccc(Cl)cc1	15%	-4%	-7%	-12%	-2%	-5%	-2	-22%	-1%
O=C(O)CC(CC(=O)O)(C(=O)O)c1ccccc1	-19%	-6%	10%	-3%	2%	-20%	-4	-5%	0%

Compound activity from PubChem.
